RECQ1 inh = RECQ1 (human) helicase inhibition; 240,000 compounds, 0.54% hits; AID 2549; Potency, µM (series often up to 57.3 µM), without a hit: at the top dose activity, negative = inhibition, most hits filed as inhibitors; P46063; RECQ1 DNA unwinding, red fluorescence kinetic read;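 also: plate controls were vehicle for no effect and no enzyme for full effect; nearly all actives have a fitted effect of over 30% in size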
Target sequence (P46063 whole entry, looked up): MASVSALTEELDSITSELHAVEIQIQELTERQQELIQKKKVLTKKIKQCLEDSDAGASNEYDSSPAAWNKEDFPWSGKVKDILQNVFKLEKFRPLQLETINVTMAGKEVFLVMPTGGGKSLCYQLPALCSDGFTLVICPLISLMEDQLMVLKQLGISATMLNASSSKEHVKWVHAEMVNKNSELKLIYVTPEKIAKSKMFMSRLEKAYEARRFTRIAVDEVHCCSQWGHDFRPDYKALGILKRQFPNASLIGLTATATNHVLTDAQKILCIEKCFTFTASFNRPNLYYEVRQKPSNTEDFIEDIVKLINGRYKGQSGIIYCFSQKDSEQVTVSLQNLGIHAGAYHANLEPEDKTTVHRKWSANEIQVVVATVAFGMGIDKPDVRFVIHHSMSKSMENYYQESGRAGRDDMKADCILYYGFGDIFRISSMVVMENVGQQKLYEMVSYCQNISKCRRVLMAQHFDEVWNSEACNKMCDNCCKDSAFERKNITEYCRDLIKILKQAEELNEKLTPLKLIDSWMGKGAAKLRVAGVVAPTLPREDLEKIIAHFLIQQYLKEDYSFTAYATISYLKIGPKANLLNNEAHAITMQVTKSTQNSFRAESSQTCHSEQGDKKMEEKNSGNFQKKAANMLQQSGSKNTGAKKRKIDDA
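RECQ1T1 50 nM; forked duplex (20 bp + 30-nt ss tails) 200 nM, ATP 2 mM final; pH 8.0, 2 mM MgCl2, 2.5 ug/ml poly(dI-dC); 15 min compound preincubation; discontinuous kinetic read over 2 h at RT.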
TRb-SRC2 inh = inhibitors of human thyroid hormone receptor beta-SRC2 interaction; TRbeta-SRC2 peptide binding, fluorescence polarization; receptor liganded with 1 µM T3; 280,000 compounds, 0.065% hits; AID 1469; Potency, µM (series often up to 106 µM), inactives show top-dose activity change, negative = inhibition, actives largely listed as inhibitors;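 also: plate controls were bound peptide for no effect and peptide without receptor for full effect; nearly all actives have a fitted effect of over 50% in size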
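Compounds were added to 0.6 uM TRb ligand-binding domain and 20 nM Texas Red-labeled SRC2 peptide in Tris buffer containing 1 uM T3, incubated 5 hr at ambient temperature, then read by fluorescence polarization.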
L3MBTL1 block = blocks human L3MBTL1 | Q9Y468 | AlphaScreen L3MBTL1–H3K9me1 peptide binding | Potency, µM (highest dose often 57.1 µM), for inactives: at the highest dose activity, negative = inhibition, usual class: inhibitors | 230,000 compounds, 0.66% hits; also: % is scaled to controls: 0 for no effect and ±100 for the full control effect; nearly all actives have a fitted effect of over 60% in size
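Displacement of a biotinylated histone H3(1-15) peptide monomethylated at Lys9 (75 nM) from L3MBTL1 (50 nM) was measured by AlphaScreen after a 30 min room-temperature compound incubation; cefsulodin titration served as intraplate control.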
Tau fibril FP = blocks human tau fibril formation measured by polarization; P10636; Potency, µM (titrated, usually from 57.7 µM), without a hit: at the top dose activity, negative = inhibition, most hits filed as inhibitors; 280,000 compounds, 0.39% hits; AID 1468; K18 P301L tau heparin fibrillization, Alexa594 FP, 6 h; also: % is scaled to controls: 0 for no effect and ±100 for the full control effect; nearly all actives have a fitted effect of over 55% in size
Target sequence (P10636 561-689 P618L limits assumed): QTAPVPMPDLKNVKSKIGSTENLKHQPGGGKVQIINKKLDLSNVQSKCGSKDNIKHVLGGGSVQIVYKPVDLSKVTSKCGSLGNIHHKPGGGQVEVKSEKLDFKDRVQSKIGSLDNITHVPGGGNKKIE
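Human tau K18 […] P301L fragment, 15 uM unlabeled plus 0.24 uM Alexa 594-labeled tau (final), with compound and 20 uM heparin in 100 mM sodium acetate pH 7; 6 hr at 37 C, then Alexa 594 FP read.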
HTT ATP protect = protects HTT-Q103 PC12 cells, measured by ATP; AID 1471; Potency, µM (highest dose often 56.4 µM), for inactives: cytoprotection (ATP increase), most hits filed as activators; PC12 HTT-Q103 induced, cytoprotection, ATP luminescence, 40 h; 230,000 compounds, 0.14% hits;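 also: % of control where 0% means no effect; nearly all actives have a fitted effect of over 45% in size; toxic huntingtin expression switched on by the ecdysone agonist tebufenozide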
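PC12 cells stably carrying ecdysone-inducible Htt exon 1 (Q103)–GFP were induced with 100 nM tebufenozide (final) alongside library compounds in a dose series. Cytoprotection was scored as retained ATP by ATPlite luminescence.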
TR SRC2 fluor cs = counter-screen for TRb-SRC2 inhibitors: fluorescence interference; TRb/SRC2 Texas Red total fluorescence interference; Potency, µM (doses to about 106 µM), for inactives: at the top dose fluorescence change, negative = quenching; 280,000 compounds, 0.29% hits; active = well fitted curve in either direction with a large enough effect; inconclusive = small, poorly fitted or top-dose-only effect; also: % is scaled to controls: 0 for no effect and ±100 for the full control effect
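Human TRb ligand-binding domain at 0.6 uM with 20 nM Texas Red SRC2 peptide in Tris buffer containing 1 uM T3 and 5% DMSO, incubated with compound 5 h at ambient temperature. Total fluorescence (555/632 nm) calculated as parallel + 2 × perpendicular.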
Tau fluor counter = counter-screen for tau fibril formation inhibitors. AID 1463. tau K18 P301L Alexa594 fluorescence, heparin fibrillization. 280,000 compounds, 0.93% hits. Potency, µM (top dose mostly 57.7 µM), for inactives: at the top dose activity change, negative = decrease; also: % is scaled to controls: 0 for no effect and ±100 for the full control effect; nearly all actives have a fitted effect of over 55% in size
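Human K18 P301L tau (15 uM unlabeled plus 0.24 uM Alexa 594-labeled, final) in 100 mM sodium acetate pH 7 was mixed with compound and 20 uM heparin and incubated 6 hr at 37 C.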
Tau fibril ThT = blocks human tau fibril formation measured by thioflavin T. Potency, µM (highest dose often 57.4 µM), for the others: top-dose activity, negative = inhibition, hits mostly inhibitors. 270,000 compounds, 2.1% hits. P10636. recombinant tau K18 P301L (four-repeat tau fragment), heparin-induced fibrillization, ThT fluorescence; also: % is scaled to controls: 0 for no effect and ±100 for the full control effect; nearly all actives have a fitted effect of over 55% in size
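Tau K18 P301L fragment (15 uM unlabeled plus 0.24 uM Alexa 594-labeled) in 100 mM sodium acetate pH 7 with compound, fibrillization induced by 20 uM heparin for 6 hr at 37 C. Thioflavin T (30 uM) added, fluorescence read after 1 hr (ex 450, em 510 nm).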
* = called active by the depositor; i = inactive; ? = inconclusive; . = not tested or not shown; [ ] = dose if it differs, or a comment. Unless noted, calls follow the shape of the dose curve; as a rule, active = well fitted curve in the direction sought with a large enough effect; inconclusive = small, poorly fitted or top-dose-only effect, or another doubt; inactive = no such curve, though single readings can be large; an effect the other way counts as inactive or inconclusive. Potency is read from the fitted curve at half-maximal effect. Only part of the results is shown; the hit share may differ from the screen's.

Values in the order: TRb-SRC2 inh, HTT ATP protect, Tau fibril FP, TR SRC2 fluor cs, Tau fluor counter, Tau fibril ThT, L3MBTL1 block, RECQ1 inh
> CCSc1nnc(NC(=O)C(NC(=O)c2ccc(Cl)cc2)C(C)C)s1 (centres undefined)
  3%, ., 10%, 2%, -5%, -10%, -12%, -6%
> CCc1ccccc1NC(=O)Cn1nc2c3cc(F)ccc3n(Cc3cccc(C)c3)cc-2c1=O
  -12%, ., 2%, 1%, -4%, ?, ., .
> COCCn1c(SC2CCOC2=O)nc2ccccc2c1=O (centres undefined)
  -2%, 5%, 2%, -7%, 2%, 3%, ., -3%
> CC(=O)Nc1ccc(NC(=O)CCCSc2nc3ccccc3s2)cc1
  2%, -2%, -2%, -2%, -26%, ?, -4%, 0%
> CN1C(=O)NC(c2ccc(O)cc2)C2=C1CN(c1ccc(O)cc1)C2=O (centres undefined)
  0%, -7%, 1%, -1%, 0%, 1%, 3%, -20%
> O=C1CCC(c2ccccc2)=NN1
  2%, -21%, -7%, 4%, -6%, -1%, ., 9%
> Cc1ccc(C2=NN(C(=O)COc3ncnc4ccccc34)C(c3ccco3)C2)cc1 (centres undefined)
  -3%, -13%, -7%, -4%, 4%, -2%, -6%, i
> NC(=S)N=Nc1c(O)n(CCCl)c2ccccc12
  -3%, 4%, -4%, -2%, -4%, ?, -13%, i
> O=C(Cc1ccc(Cl)cc1)c1c[nH]c(C(=O)NCCCn2ccnc2)c1
  0%, -39%[10 µM], -5%, 1%, -1%, -17%, -22%, 6%
> O=C(CN1C(=O)C2CCCCC2C1=O)OCn1nnc2ccccc2c1=O (centres undefined)
  1%, 0%[10 µM], 0%, 0%, -4%, -9%, 2%, 9%
> CCOc1ccc(C(=O)N(CN2CCCC2=O)c2cccc(Cl)c2)cc1
  -1%, 0%, 0%, -4%, 2%, 3%, 1%, -2%
> Cc1ccc2[nH]c3c(=S)nc[nH]c3c2c1
  9%, -4%[10 µM], 8%, 3%, 3%, -6%, 7%, -4%
> CC(C)(C(N)=O)c1ccccc1
  -4%, 35%[10 µM], ?, -1%, -15%, -9%, 6%, 8%
> O=c1[nH]c(SCCN2CCOCC2)nc(O)c1-c1ccccc1
  -2%, 8%[10 µM], 3%, 3%, 1%, 1%, 11%, -6%
> O=C(Cn1c(=O)n(Cc2ccccc2)c(=O)c2sc3ccccc3c21)NCc1ccccc1Cl
  -4%, ., -14%, 1%, -3%, 10%, ., .
> COC(C[C@@H](O)[C@H](C)[C@@H](O)COCc1ccccc1)OC
  -6%, -29%[10 µM], 1%, -2%, -8%, -12%, ., i
> CCC1=C(OC(=O)N(CC)CC)N2C(=O)OC(=NCCOC)[C@]2(C)[C@H]2C1=CC[C@H]1C(=O)N(CC)C(=O)[C@H]12
  -5%, -39%[inhibitor], 1%, -2%, -1%, -1%, ., 3%
> Cc1cn2c(nc1=O)OC1C(O)C(COC(=O)c3ccccc3)OC12 (centres undefined)
  -8%, -19%[10 µM], -1%, -5%, 3%, 6%, ., i
> O=C(NCCC1=CCCCC1)C(=O)NCCc1ccc(Cl)cc1
  -3%, 5%[10 µM], ?, -5%, 1%, -2%, -3%, i
> CCOc1ccc(CN2CCNC(=O)C2CC(=O)NCc2ccccn2)cc1 (centres undefined)
  -2%, 34%[10 µM], -9%, -2%, 0%, -12%, -4%, i
> CN(C)N1C(N)=C(C#N)C(c2ccsc2)C2=C1CCCC2=O (centres undefined)
  0%, ., 2%, -1%, 5%, 0%, 1%, i
> CC(Sc1nnc(Nc2ccccc2)s1)C(=O)Nc1nc(-c2ccccc2)cs1 (centres undefined)
  8%, -22%, -4%, 1%, -9%, -3%, -15%[2.29 µM], i
> CCOC(=O)c1sc(-c2ccc(Br)cc2)cc1N
  -7%, -17%, 11%, -3%, ?, ?, 33%[activator], 32µM*
> CC1CCCN(C(=O)C2(NC(=O)Nc3cccc(F)c3)CCCCC2)C1 (centres undefined)
  -2%, -16%, 11%, -3%, 0%, 12%, 12%, -2%
> O=C1CCC(/C=C/c2ccccc2)=NN1
  0%, -31%[inhibitor], 5%, -1%, 1%, -2%, 24%, -13%
> COc1ccccc1C(=O)Nc1c2c(nn1-c1cccc(C)c1C)CS(=O)(=O)C2
  -4%, 18%[1.9 µM], 2%, -2%, 0%, 0%, 13%, 1%
> CCOc1ccc(S(=O)(=O)N2CCCCC2)c(C)c1C
  -1%, -29%, -4%, -3%, -4%, -6%, 12%, i
> CC(=O)c1cccc(Nc2nc(-c3cccc(C)c3)nc3ccccc23)c1
  -1%, ., 7.1µM*, 0%, 2.8µM*[quencher], -8%, ., .
> CCOC(=O)c1sc(NC(=O)C(C)(C)C)cc1C
  1%, -8%[10 µM], 1%, 0%, -1%, -8%, 4%, i
> CSCC[C@H](NC(=O)Nc1ccc(C)cc1C)C(=O)O
  -8%, -2%, 5%, 0%, -1%, -10%, 3%, -5%

Arranged by number of heavy atoms (rising): some entries from above.
Values in the order: TRb-SRC2 inh, HTT ATP protect, Tau fibril FP, TR SRC2 fluor cs, Tau fluor counter, Tau fibril ThT, L3MBTL1 block, RECQ1 inh
> CC(C)(C(N)=O)c1ccccc1
  -4%, 35%[10 µM], ?, -1%, -15%, -9%, 6%, 8%
> O=C1CCC(c2ccccc2)=NN1
  2%, -21%, -7%, 4%, -6%, -1%, ., 9%
> Cc1ccc2[nH]c3c(=S)nc[nH]c3c2c1
  9%, -4%[10 µM], 8%, 3%, 3%, -6%, 7%, -4%
> NC(=S)N=Nc1c(O)n(CCCl)c2ccccc12
  -3%, 4%, -4%, -2%, -4%, ?, -13%, i
> CSCC[C@H](NC(=O)Nc1ccc(C)cc1C)C(=O)O
  -8%, -2%, 5%, 0%, -1%, -10%, 3%, -5%
> COCCn1c(SC2CCOC2=O)nc2ccccc2c1=O (centres undefined)
  -2%, 5%, 2%, -7%, 2%, 3%, ., -3%
> O=c1[nH]c(SCCN2CCOCC2)nc(O)c1-c1ccccc1
  -2%, 8%[10 µM], 3%, 3%, 1%, 1%, 11%, -6%
> Cc1cn2c(nc1=O)OC1C(O)C(COC(=O)c3ccccc3)OC12 (centres undefined)
  -8%, -19%[10 µM], -1%, -5%, 3%, 6%, ., i
> CC(=O)Nc1ccc(NC(=O)CCCSc2nc3ccccc3s2)cc1
  2%, -2%, -2%, -2%, -26%, ?, -4%, 0%
> CC(=O)c1cccc(Nc2nc(-c3cccc(C)c3)nc3ccccc23)c1
  -1%, ., 7.1µM*, 0%, 2.8µM*[quencher], -8%, ., .
> CCOc1ccc(CN2CCNC(=O)C2CC(=O)NCc2ccccn2)cc1 (centres undefined)
  -2%, 34%[10 µM], -9%, -2%, 0%, -12%, -4%, i
> CCC1=C(OC(=O)N(CC)CC)N2C(=O)OC(=NCCOC)[C@]2(C)[C@H]2C1=CC[C@H]1C(=O)N(CC)C(=O)[C@H]12
  -5%, -39%[inhibitor], 1%, -2%, -1%, -1%, ., 3%

More results
Values in the order: TRb-SRC2 inh, HTT ATP protect, Tau fibril FP, TR SRC2 fluor cs, Tau fluor counter, Tau fibril ThT, L3MBTL1 block, RECQ1 inh
> Cc1ccc(NC(=O)C2CCN(c3nc4ccccc4[nH]3)CC2)cc1Cl
  -7%, ., 20%, -1%, ?, -18%, ., .
> COc1cccc(C(=O)Nc2ccc(NC(=O)C(C)(C)C)cn2)c1
  11%, -93%[inhibitor], 9%, -7%, 8%, -7%, 4%[11.4 µM], -1%
> O=C(/C=C/c1ccccc1Cl)Nc1ccc2c(c1)C(=O)NC2=O
  18%, -86%[inhibitor], ?, -17%, -19%, ?, ., -23%
> O=S(=O)(NCc1ccc(Cl)cc1)c1ccc2[nH]c3c(c2c1)CCCC3
  -7%, ., 2%, 25µM*[quencher], 13µM*[quencher], -10%, ., .
> CCCn1c(=O)c(C(=O)N/N=C/c2ccc(F)cc2)c(O)c2ccccc21
  -8%, 16%[10 µM], 8%, -1%, -4%, -8%, 9%, 3%
> CCOCCn1c(COc2ccccc2)nc2ccccc21
  -14%, -12%, 3%, 2%, -3%, -3%, ., 18%
> CCCC(C(=O)NC1CCCC1)N(Cc1cccs1)C(=O)c1snc(C(N)=O)c1N (centres undefined)
  -6%, -21%, -11%, -5%, -14%, -2%, ., -11%
> COc1cccc(NC(=O)CCc2c(C)nc3c4cccnc4nn3c2C)c1
  -5%, ., -9%, -1%, -21%, -4%, ., .
> C(=C\c1ccco1)/c1nc2ccccc2[nH]1
  -1%, -2%[10 µM], -2%, -3%, -3%, 4%, -25%, i
> Cc1ccc(C)c(N2CCN(S(=O)(=O)c3ccc(F)c(C(=O)Nc4ccc(Cl)cc4Cl)c3)CC2)c1
  2%, ., ?, -1%, -8%, -3%, ., .
> O=C(CCn1cccc1)Nc1cccc(F)c1
  6%, 11%, -2%, -2%, -10%, -12%, -1%, -12%
> O=C(CCc1ccccc1)NC(=S)Nc1ccccc1Br
  0%, 19%, -10%, 2%, -28%, -17%, 2%[11.4 µM], -8%
> Cc1cc(NC2CCCCC2)nc2ccccc12
  1%, -12%[10 µM], 0%, -2%, 2%, 2%, 18%, i
> Cc1ccc(-n2c(C)cc(C(=O)OCC(=O)N(C)C3CCS(=O)(=O)C3)c2C)cc1 (centres undefined)
  -21%, 0%[10 µM], 1%, 0%, -9%, -4%, -13%, -4%
> COCCn1c(-c2ccco2)nc2nc3ccccc3nc21
  -7%, -2%[10 µM], -4%, -1%, -10%, ?, 1%, -5%
> CCOC(=O)C1=C(C)N=C2SCCC(=O)N2C1c1ccc(OCc2ccccc2)cc1 (centres undefined)
  3%, ., -3%, -2%, -16%, -7%, ., .

Screens as filed in PubChem BioAssay.
